Source: PubChem
SUMO Mot1 rescue = SUMOylation pathway inhibition by Mot1-301 growth rescue | S. cerevisiae Mot1-301 growth rescue, ATP luminescence, 38.5C; percent above DMSO median, 100 means doubled | growth rescue, % at 18.8 µM | 320,000 compounds, 1% hits;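 active means every valid replicate shows activation above 250% relative to neutral control wells; inactive means the rest, any valid replicate at or below 250%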;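 further: OY570 slx delta 5 strain wells were the positive control but not used for scaling; some compounds called inactive have numbers as strong as hits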
OPRM1-OPRD1 ag = OPRM1-OPRD1 heterodimerization agonism; AID 504326; activation, % at 9.3 µM; P35372+P41143; 340,000 compounds, 0.3% hits; cells, luminescence; in the data active means activation above about 18%;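 further: 0% = vehicle-treated cells and 100% = reference agonist; values of inactives mirror those of a sister screen read the other way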
HTR5A inv ag = HTR5A inverse agonism, opioid heterodimer counter-screen. P47898. HTR5A cell line, luminescence. inhibition, % at 9.3 µM. 340,000 compounds, 0.083% hits. AID 504634; in the data active means inhibition mostly above about 23%, no sharp cut-off; inactive means mostly below about 18%;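 further: 0% = cells with DMSO and 100% = no-cell wells with DMSO; some compounds called inactive have numbers as strong as hits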
Target sequence (P47898 whole entry, looked up): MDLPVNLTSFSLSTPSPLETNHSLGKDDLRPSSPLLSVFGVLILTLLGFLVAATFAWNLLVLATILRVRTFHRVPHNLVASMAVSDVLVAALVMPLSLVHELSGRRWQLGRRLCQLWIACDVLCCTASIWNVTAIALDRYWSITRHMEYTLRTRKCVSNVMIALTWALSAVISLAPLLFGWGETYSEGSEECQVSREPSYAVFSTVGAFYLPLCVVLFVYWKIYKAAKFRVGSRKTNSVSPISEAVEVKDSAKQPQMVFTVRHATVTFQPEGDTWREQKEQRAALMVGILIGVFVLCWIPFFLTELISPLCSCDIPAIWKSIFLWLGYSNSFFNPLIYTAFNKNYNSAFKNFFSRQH
HTR5A ag = HTR5A agonism, opioid heterodimer counter-screen; HTR5A agonist assay, luminescence, cell-based; P47898; activation, % at 9.3 µM; AID 504692; 340,000 compounds, 0.61% hits; in the data active means activation mostly above about 9.5%, no sharp cut-off; inactive means mostly below about 7.6%;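 further: 0% = cells with vehicle only and 100% = reference agonist; strong numbers were not always called active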
AddAB inh = less growth of phage-infected E. coli with AddAB | E. coli expressing H. pylori AddAB, absorbance growth | inhibition, % at 11.9 µM | 330,000 compounds, 0.29% hits; in the data active means inhibition above about 12%;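 further: 0% = vehicle wells of infected cells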
E coli growth = bacterial growth inhibition, counter-screen for AddAB inhibitors | E. coli V3065 growth, OD600 absorbance, 18 h | 330,000 compounds, 0.27% hits | AID 449728 | inhibition, % at 11.9 µM;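 active means inhibition above the campaign's mean inhibition across all tested compounds plus 3 SD, cut at about 9.9% in these data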;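 further: uninfected addAB+ strain grown without phage in ampicillin broth; 0% = DMSO wells and 100% = ciprofloxacin 0.95 µg/ml wells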
PKA-R1A act = activators of PKA-R1A complex | P00514+P68181 | PKA-R1A dissociation, Cy5-IP20 fluorescence polarization; scaled: DMSO 0%, 113 µM cGMP 100% | activation, % at 11.4 µM | 340,000 compounds, 0.083% hits | AID 504707;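 active means percent activation above the mean of all tested compounds plus 3 SD, cut at about 19% in these data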;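 further: higher means more PKAc released from R1A so a rise in polarization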
OPRM1-OPRD1 inv = mu-delta opioid heterodimer inverse agonism. P35372+P41143. cell-based MOR-DOR heterodimer luminescence. inhibition, % at 9.3 µM. 340,000 compounds, 0.21% hits; in the data active means inhibition above about 22%, passing the limit was not always enough;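 further: 0% = cells with DMSO and 100% = wells without cells with DMSO; values of inactives mirror those of a sister screen read the other way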
Pemphigus Ab inh = blocks pemphigus antibody binding to human desmoglein-3 | DSG3-coupled beads, scFv-anti-DSG3-GFP binding, flow cytometry; hits give low values | binding (percent of control), % at 10 µM | 310,000 compounds, 0.48% hits;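 active means binding more than 3 SD below its plate's average and above zero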;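 further: hits lower antibody fragment binding to DSG3; some compounds called inactive have numbers as strong as hits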
phage Ecoli inh = E. coli growth loss with phage present; growth absorbance; inhibition, % at 11.9 µM; 360,000 compounds, 0.26% hits; in the data active means inhibition above about 11%
PfHsp90 yeast 2 = inhibits growth of yeast expressing Plasmodium falciparum Hsp90 | S. cerevisiae expressing PfHsp90, BacTiter-Glo ATP, 48 h; yeast lacking PDR1 and PDR3 efflux regulators | inhibition, % at 9.4 µM | 310,000 compounds, 0.32% hits | AID 504621;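 active means every replicate shows inhibition above about 80%, whatever the replicate mean, limit read from the data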;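 further: 0% = DMSO neutral controls and 100% = 20 µM radicicol positive controls; yeast relying on Plasmodium falciparum Hsp90 in place of its own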
* = called active by the depositor; . = no result given.

Below each compound: AddAB inh	Pemphigus Ab inh	HTR5A ag	HTR5A inv ag	OPRM1-OPRD1 inv	PfHsp90 yeast 2	SUMO Mot1 rescue	OPRM1-OPRD1 ag	PKA-R1A act	E coli growth	phage Ecoli inh
[1] O=C(O)C1Nc2ccc(Br)cc2C2C=CCC12 (centres undefined)
→ 3.0	107	1	-5	-5	2	4	1.1	3	-1.2	.
[2] Cc1ccc2cc(CN(C(=O)c3ccco3)c3cccc(C)c3C)c(=O)[nH]c2c1
→ 1.4	99	2	-6	12	18	-3	-2.1	0	0.6	-2.0
[3] CC(C)(C)c1ccc(C(=O)NCC(=O)OCCN2C(=O)c3ccccc3C2=O)cc1
→ -0.7	98	-1	-23	9	.	69	-1.7	-14	0.8	2.6
[4] Cc1cc([N+](=O)[O-])nn1CCCC(=O)Nc1cccnc1Cl
→ 1.6	98	0	-25	7	23	-10	-1.3	2	2.1	1.2
[5] Cc1ncc(CC(=O)n2cc(C(=O)c3cc(Cl)ccc3O)cn2)s1
→ 0.5	.	6	8	6	-15	29	-1.1	0	-2.1	-1.4
[6] Cc1c(C(=O)Nc2nccs2)sc2nc(-c3cccs3)cc(C(F)(F)F)c12
→ 0.5	85	1	-20	4	.	4	-0.7	-2	-2.3	1.4
[7] CC#CC(=O)N1CCC(CCc2ccccc2)(C(=O)OCC)CC1
→ 2.6	99	-2	-10	10	18	-6	-2.0	-3	-2.0	4.7
[8] COc1cccc(-n2c(Cc3cc(=O)[nH]c(=O)[nH]3)nnc2SCC(=O)N2CCC(C)CC2)c1
→ 3.6	103	5	-10	16	-23	.	-2.6	1	3.0	0.8
[9] Cc1nn(C(=O)c2cc([N+](=O)[O-])ccc2Cl)c(C)c1Br
→ -0.9	91	1	-5	-25	1	-13	4.3	2	-2.9	1.6
[10] Cc1nn(-c2ccccc2)c(C)c1P(=O)(c1ccccc1)N(C)C (centres undefined)
→ 2.7	77	6	-9	10	20	-4	-1.9	2	-0.4	2.2
[11] Cc1cc(NC(=O)CSc2nnc(-c3ccco3)n2C)no1
→ -0.4	.	3	-8	9	-57	-8	-2.1	5	-2.6	0.6
[12] O=c1c2ccccc2nc(/C=C/c2ccccc2)n1CCCO
→ -0.8	107	9.9*	-35	15	8	-6	-3.2	11	-0.6	1.4
[13] CCNC(=O)Nc1ccccc1C(=O)OC
→ 0.8	93	-1	14	20	-19	-1	-3.8	1	-0.6	4.6
[14] Cc1cc(Cl)c(S(=O)(=O)NCc2cccnc2)cc1OCC(=O)NC1CCCCC1
→ 1.4	102	-1	-3	3	.	0	-0.5	-13	2.5	3.4
[15] Cc1ccc(CN(C(=O)c2c(F)cccc2F)C2CC(C)(C)NC(C)(C)C2)o1
→ 1.0	101	-5	36	13	.	10	-2.4	-1	-3.2	1.2
[16] NNC(=O)CCN1CCN(Cc2ccccc2)CC1
→ -0.1	99	-2	6	-2	13	2	0.4	13	-1.0	1.3
[17] O=C(CN1CCOCC1)NNC(=S)Nc1ccc(Cl)cc1
→ 1.2	97	6	-16	7	21	-5	-1.3	-2	2.0	1.1
[18] Cc1ccc(S(=O)(=O)N2CCC(=O)N(CCOC(=O)Nc3ccc(F)cc3)CC2)cc1
→ 0.8	97	-1	-7	9	20	-3	-1.6	-3	-2.1	2.5
[19] Cc1cc(=O)oc(C)c1C(=O)NC1CC(C)(C)NC(C)(C)C1
→ 3.7	104	5	-17	-1	7	.	0.2	3	1.7	3.0
[20] CCOC(=O)[C@H]1[C@H]2COc3ccc(Cl)cc3[C@@H]2N2C(=O)CN(Cc3ccccc3)C(=O)[C@@]12C
→ -1.9	99	-1	10	-8	7	13	1.3	-3	-1.0	3.4
[21] C[C@H]1CN([C@@H](C)CO)C(=O)Cc2cc(NC(=O)CCC(F)(F)F)ccc2O[C@H]1CN(C)S(=O)(=O)c1ccc(Cl)cc1
→ -1.4	107	1	-5	17	.	.	-3.2	-1	-1.7	3.4
[22] CS(=O)(=O)c1ccccc1-c1nnc(NC(=O)c2ccc(S(=O)(=O)N3CCCC3)cc2)o1
→ -3.1	99	-4	5	15	-2	-3	-2.4	2	1.3	-2.5
[23] Fc1cccc(CNCc2ccc3c(c2)OCO3)c1
→ 3.2	101	5	-17	7	4	-17	-1.6	-7	-0.8	2.2
[24] CCOC(=O)C1CCN(C(=O)Cc2ccc(OC)c(OC)c2)CC1
→ 1.9	105	-1	2	12	12	-2	-2.1	-7	1.0	3.1
[25] CSc1ccc(C(=S)N2CCN(C)CC2)cc1
→ 0.8	95	2	2	11	-1	-3	-1.9	8	0.6	1.4
[26] COCCn1c(-c2ccc(Cl)cc2)cnc1SCC(=O)NCCc1ccc(OC)c(OC)c1
→ -1.7	104	-4	9	21	-1	473*	-4.1	1	0.0	1.6
[27] CCc1cc(-c2n[nH]c(=S)n2N)n(C)n1
→ -0.3	114	2	-4	6	16	3	-1.3	0	-1.5	1.6
[28] CCOC(=O)COc1c(C=O)cc(Br)cc1OC
→ 3.0	96	-4	10	7	.	-12	-1.3	-5	2.9	2.0
[29] CC(=O)C1=C(O)CCCC1=NCc1nc2ccccc2[nH]1
→ -0.4	109	-2	6	-3	7	10	0.6	-11	1.2	-1.5
[30] COc1ccc(/C(C)=N/NC(=O)CNC(=O)c2cccnc2)cc1OC
→ -1.8	108	1	-5	11	-6	8	-2.3	-3	-0.5	-0.6
[31] CCc1ccc(-n2c(=S)sc3c(=O)n(-c4ccccc4C)c(SCC(=O)O)nc32)cc1
→ 1.2	86	2	-6	-1	-1	-18	0.1	-12	-0.7	-2.0
[32] CC(C)(NC(=O)c1cc(Cl)c2ccccc2c1O)C(=O)O
→ -1.3	96	-1	5	11	-11	182	-2.5	-6	-1.7	2.7
[33] O=C(CC(c1ccc(F)cc1)c1ccco1)Nc1nccs1 (centres undefined)
→ -0.6	90	1	18	3	-34	-15	-0.7	-18	-1.4	0.8
[34] C[C@@H](NCCCn1ccc(NC(=O)OCc2ccccc2)nc1=O)c1cccc2ccccc12
→ .	110	-3	10	6	1	.	-1.3	-5	.	2.2
[35] CCOc1ccc(OCC(=O)OCn2c(SC)nnc(C)c2=O)cc1
→ 6.1	92	-1	25	6	-1	1	-1.2	1	-0.3	5.0
[36] Cc1cccc(CN2C(=O)CSc3ccc(C(=O)NC4CC4)cc32)c1
→ 0.0	.	-4	9	-7	1	-8	0.9	-12	-1.6	1.0
[37] COc1ccc(NC(=O)CC(C)NCCCN2CCCC2=O)cc1 (centres undefined)
→ -0.2	144	2	-9	2	3	-1	-0.3	3	-1.1	1.0
[38] Cc1cc(NS(=O)(=O)c2ccc(NC(=O)C(C)Oc3ccc(C(C)C)cc3)cc2)no1 (centres undefined)
→ 4.4	90	3	-2	-6	-11	-3	0.9	-1	-0.3	-3.2
[39] COc1ccc(S(=O)(=O)NCc2ccccc2Cl)cc1OC
→ -2.9	97	-1	-14	-4	-3	27	0.7	-7	-0.2	2.6
[40] Cc1cc(C)c[n+](C(C)C(=O)c2ccc(Cl)cc2)c1 (centres undefined)
→ 3.2	116	6	-21	2	6	-18	-0.3	2	1.2	0.9
[41] CC1CCc2nc3ccc(S(=O)(=O)N4CCC(C(=O)O)CC4)cc3c(C(=O)O)c2C1 (centres undefined)
→ -1.2	100	-7	20	-1	8	-3	0.1	10	1.3	1.9
[42] O=C1C2C3C=CC(CC3)C2C(=O)N1/N=C/c1c[nH]c2ccccc12 (centres undefined)
→ 1.2	105	1	-2	18	-12	1	-3.5	-15	-1.6	3.1
[43] COCCNC(=O)CCc1c(C)nc2c(c(C)nn2-c2ccc(C)cc2)c1C
→ -2.4	112	2	-8	5	-2	2	-1.2	-6	-1.2	-0.2
[44] Cc1ccc(C(=O)NC(=S)NNC(=O)c2ccccc2[N+](=O)[O-])cc1
→ -1.9	110	-3	10	28	-31	261	-6.7	4	-3.6	-1.8
[45] CCOC(=O)c1ccc(NC(=O)CN2C(=O)C(C)SC(C)C2=O)cc1 (centres undefined)
→ -1.1	101	-3	6	20	34	22	-4.2	-6	-2.7	3.2
[46] CC(C)C(=O)N1CCN(c2nc(-c3ccccc3)c3c(c2C#N)CCCC3)CC1
→ 3.1	102	-5	-16	-13	-62	8	2.7	-5	2.3	1.5
[47] O=C(OCN1C(=O)c2ccccc2C1=O)c1cccc(S(=O)(=O)N2CCOCC2)c1
→ -2.0	104	0	11	5	-10	-7	-1.0	8	-1.1	1.2
[48] Cc1cccc(N2CCN(C(=O)C3CCN(S(=O)(=O)N4CCOCC4)CC3)CC2C)c1 (centres undefined)
→ 5.6	99	-3	-17	8	4	-2	-1.5	-7	3.1	4.7
[49] CCOC(=O)C1=C(C)OC(N)=C(C#N)C1c1ccc(C)s1 (centres undefined)
→ 2.1	104	-6	14	7	14	515*	-1.4	8	-0.4	2.2
[50] Cc1cccc(C)c1NC(=O)CNC(=O)C1CCCC1
→ 0.2	.	-4	10	17	9	-2	-4.5	2	-0.3	-0.4

Next part.
Below each compound: AddAB inh	Pemphigus Ab inh	HTR5A ag	HTR5A inv ag	OPRM1-OPRD1 inv	PfHsp90 yeast 2	SUMO Mot1 rescue	OPRM1-OPRD1 ag	PKA-R1A act	E coli growth	phage Ecoli inh
[51] CS(=O)(=O)Oc1ccc(/C=C2\C(=N)N3N=C(CC(=O)N4CCOCC4)SC3=NC2=O)cc1Cl
→ 2.0	102	-3	11	18	-4	-13	-3.5	-15	0.8	1.3
[52] CC(=O)Oc1ccc2c(c1)O/C(=C\c1ccncc1)C2=O
→ 1.5	102	1	-14	14	-7	32	-2.7	-12	1.1	.
[53] N#Cc1c(-c2cccc(Cl)c2)[nH]c(=S)[nH]c1=O
→ -1.0	102	2	-5	12	16	-5	-2.2	-9	-0.2	-1.8
[54] COc1ccc(Cl)cc1Nc1cc(C)nc2nc(C)nn12
→ 0.0	114	6	-15	0	-10	77	0.0	-11	0.5	4.8
[55] O=C(/C=C\c1ccco1)Nc1ccc(N2CCN(C(=O)c3ccccc3)CC2)cc1
→ 0.0	.	-4	-4	10	-2	9	-2.0	6	-1.7	-1.6
[56] O=C(COc1cccc2ccccc12)N/N=C/c1ccc(Sc2nc3ccccc3s2)o1
→ -1.5	98	-4	-18	5	.	5	-0.9	-9	-0.1	2.9
[57] O=C(N/C(=C/c1ccc(F)cc1)C(=O)N1CCCC1)c1ccccc1
→ 1.3	110	3	-8	17	2	-9	-3.2	-1	0.3	0.6
[58] CS(=O)(=O)/C(C#N)=C/c1cccn1S(=O)(=O)c1ccccc1
→ 1.0	106	6	-22	11	4	-11	-2.3	-3	-2.8	-0.9
[59] CC1CCC(C(C)C)C(OCC(O)CNC(C)C)C1 (centres undefined)
→ 3.1	101	1	-2	9	26	-4	-1.8	-5	0.3	6.7
[60] CCOc1ccc(C(=O)N2CCN(c3cnn(-c4ccccc4)c(=O)c3Cl)CC2)cc1
→ 1.3	99	-5	12	-1	22	13	0.1	3	-1.1	3.8
[61] CN1/C(=C\C=Nc2ccc3ccccc3c2)C(C)(C)c2ccccc21
→ 2.2	.	4	-20	9	-17	-21	-1.8	-8	-0.6	.
[62] COc1ccccc1CCCNC(=O)C1CCC(=O)N(Cc2ccccc2F)C1 (centres undefined)
→ 2.9	108	3	3	12	3	-8	-2.3	6	3.0	2.5
[63] Cc1cc(NC(=O)CSc2n[nH]c(-c3ccccc3Br)n2)no1
→ -1.1	97	2	-7	11	14	12	-2.6	-5	-1.1	1.2
